12-hLO inh: 12-hLO (ALOX12) enzyme inhibition | AID 1452 | P18054 | 150,000 tested, 0.12% active | Potency, µM (top dose mostly 57.1 µM), for the others: at the top dose activity change, negative = inhibition, hits mostly inhibitors | purified 12-hLO, xylenol orange hydroperoxide absorbance; further: potency means the concentration at half of the fitted maximal effect; nearly all actives have a fitted effect of over 55% in size; many of its hits are not listed in these tables
Target sequence (P18054 whole entry, looked up): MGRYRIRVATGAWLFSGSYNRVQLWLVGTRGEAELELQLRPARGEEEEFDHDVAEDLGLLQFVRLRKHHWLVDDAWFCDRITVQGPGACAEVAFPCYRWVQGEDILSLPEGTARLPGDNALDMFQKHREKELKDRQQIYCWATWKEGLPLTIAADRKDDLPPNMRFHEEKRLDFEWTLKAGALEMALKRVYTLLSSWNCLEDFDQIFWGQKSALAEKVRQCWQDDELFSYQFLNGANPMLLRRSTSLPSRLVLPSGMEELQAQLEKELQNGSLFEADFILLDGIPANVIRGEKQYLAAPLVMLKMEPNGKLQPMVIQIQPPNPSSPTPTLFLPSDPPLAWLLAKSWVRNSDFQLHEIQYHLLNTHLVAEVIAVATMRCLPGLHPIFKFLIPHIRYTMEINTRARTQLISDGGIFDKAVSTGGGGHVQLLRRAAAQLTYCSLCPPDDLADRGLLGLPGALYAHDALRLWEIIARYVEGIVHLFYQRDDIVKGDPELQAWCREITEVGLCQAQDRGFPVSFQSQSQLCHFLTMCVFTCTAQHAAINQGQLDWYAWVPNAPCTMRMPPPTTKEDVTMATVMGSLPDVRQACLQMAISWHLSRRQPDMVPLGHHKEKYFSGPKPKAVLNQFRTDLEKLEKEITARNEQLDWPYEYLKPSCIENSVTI
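Purified human 12hLO (150 nM final) was preincubated with compounds for 15 min at room temperature in 25 mM Hepes pH 7.0, 0.01% Triton X-100, then reacted with 40 uM arachidonic acid for 30 min. Hydroperoxide was detected with ferrous iron/xylenol orange.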
15-hLO-2 inh: 15-hLO-2 (ALOX15B) enzyme inhibition; O15296; purified 15hLO-2, xylenol orange hydroperoxide absorbance; Potency, µM (titrated, usually from 57.1 µM), for the others: at the top dose activity change, negative = inhibition, usual class: inhibitors; 110,000 tested, 0.56% active; further: potency means the concentration at half of the fitted maximal effect; nearly all actives have a fitted effect of over 60% in size; many of its hits are not listed in these tables
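Purified human 15hLO-2 (50 nM) preincubated 15 min with compound, then 45 uM arachidonic acid for 90 min at RT in 25 mM Hepes pH 7.5, 0.01% Triton X-100. Hydroperoxide detected by Fe-xylenol orange; 573/405 nm absorbance ratio.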
IMPase inh: IMPase inhibition in cells | AID 901 | CHO-M1 cells, IP1 accumulation, HTRF TR-FRET ratio | 120,000 tested, under 10 active | P97697 | inhibition (IP1 accumulation), % at 46.1 µM; active means well fitted curve in the direction sought with a large enough effect in the signal ratio, not every such curve was filed as active; inconclusive means small, poorly fitted or top-dose-only effect, or a change in a side signal; inactive means no such curve, though single readings can be large or run the other way; the % refers to the signal ratio;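 further: cells stimulated with carbachol in lithium chloride buffer; plate controls were DMSO basal wells for no effect and reference inhibitor wells for full effect; higher means more IMPase inhibition seen as more IP1 and lower FRET ratio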
Target sequence (P97697 whole entry, looked up): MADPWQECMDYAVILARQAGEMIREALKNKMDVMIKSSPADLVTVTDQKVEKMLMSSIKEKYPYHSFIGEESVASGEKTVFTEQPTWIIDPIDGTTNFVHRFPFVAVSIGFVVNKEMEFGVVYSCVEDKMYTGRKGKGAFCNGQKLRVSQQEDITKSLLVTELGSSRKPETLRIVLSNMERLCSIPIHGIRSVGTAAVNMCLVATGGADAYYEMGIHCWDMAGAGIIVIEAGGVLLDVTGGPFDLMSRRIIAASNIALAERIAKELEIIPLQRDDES
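Elevated IP1 in lysates lowers TR-FRET signal (665/620 ratio and 620 channel reported). Cells were CHO-M1, given carbachol (50 uM as added) plus 50mM LiCl, pH 7.4, 30 min, 37C; compounds titrated up to 46 uM; AC50 by Hill equation.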
PNC assembly inh: perinucleolar compartment assembly inhibition. PC3M PTB-GFP, PNC prevalence imaging, 16 h; stronger effect = lower value. activity change (PNC), negative = inhibition, % at 10 µM. 140,000 tested, 3.1% active. AID 2417;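 active means readout at or below -70, meaning at least 70% loss of cells showing the perinucleolar compartment, a nuclear body marking cancer cells; inconclusive means readout between -30 and a set limit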;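 further: plate controls were DMSO wells for no effect and camptothecin positive control wells for full effect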
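Read-out is percentage of cells bearing a perinucleolar compartment, from automated 20x imaging of fixed, Hoechst-stained PC3M PTB-GFP cells. Cells were seeded 4 h, then exposed 16 h to compound (23 nl of library stock) in duplicate plates.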
* hit, by the source's call; ? = inconclusive; · = not tested or not shown; & = joins results of further samples; [ ] = another dose, or the depositor's remark. Unless noted, the call rests on the fitted dose curve; in most records, active means well fitted curve in the direction sought with a large enough effect; inconclusive means small, poorly fitted or top-dose-only effect, or another doubt; inactive means no such curve, though single readings can be large; an effect the other way counts as inactive or inconclusive. Unless noted, on the % scale 0 is the no-effect control and ±100 the full control effect. These rows are one share of the data (hit frequency here may not be typical).

Value order: 12-hLO inh	15-hLO-2 inh	IMPase inh	PNC assembly inh
- CCOC(=O)CCCCC(=O)c1[nH]c(=O)[nH]c1CN1CCOCC1
  8.1%	-3.4%	-3.4	-1.5
- CC(C)(C)c1ccc(C(=O)NCC(=O)OCC(=O)Nc2ccc3c(c2)OCCO3)cc1
  -1.8%	·	·	10.7
- O=C(O)C1CCCCC1C(=O)Nc1ccc(F)c(F)c1 (stereo not given)
  1.6%	·	·	-23.2
- Cc1ccoc1C(=O)NCCNc1ccc(Cl)cc1[N+](=O)[O-]
  -2.8%	·	·	-17.0
- CCOCc1nnc(NC(C)=O)s1
  -1.9%	-5.1%	-9.9	16.1
- COCC(C)NS(=O)(=O)c1ccc(NC(=O)C(Cc2ccccc2)NC(N)=O)cc1 (stereo not given)
  -2.2%	-1.0%	-2.2	8.0
- O=C(NNC(=O)c1cccnc1SCc1cccc([N+](=O)[O-])c1)c1cccnc1
  1.3%	·	5.0	?
- COc1ccc(OC)c(NC(=O)c2cccc(Cn3cc(Br)c([N+](=O)[O-])n3)c2)c1
  6.2%	·	·	-11.4
- Cc1ccc(-n2[nH]c(C)c(CCC#N)c2=O)cc1
  -2.2%	·	·	29.0
- c1ccc(Cn2c(CSc3nnnn3-c3ccccc3)nc3ccccc32)cc1
  -7.3%	1.3%	-1.6	?
- Cc1ccc(NC2OC(CO)C(O)C(O)C2O)cc1 (stereo not given)
  -5.9%	0.6%	-2.2	?
- O=C1CC(NNc2ccccc2)C(=O)N1c1ccccc1 (stereo not given)
  -9.8%	·	·	12.0
- CCc1ccc(NC2CC(=O)N(c3ccc(OC)cc3OC)C2=O)cc1 (stereo not given)
  -1.8%	-19.6%	-9.9	?
- CC(=O)c1sc(NC(=O)C(C)C)nc1C
  -3.7%	-12.4%	?	29.4
- Cc1cc(C)n2nc(SCC(=O)N/N=C/c3ccccn3)nc2n1
  2.5%	·	·	37.9
- COc1ccc(OC)c(/C=c2\sc3nc(-c4cccs4)nn3c2=O)c1
  -1.4%	-5.4%[11.4 µM]	-7.1[1.84 µM]	-0.2
- CCc1ccccc1N1CC23C=CC(O2)C(C(=O)OCC(C)C)C3C1=O (stereo not given)
  5.2%	4.7%	5.2	-22.2
- O=C1CC(N2CCN(c3ccc(F)cc3)CC2)C(=O)N1Cc1cccs1 (stereo not given)
  -4.7%	13.6%	6.3	-26.0
- COc1ccc(CCNC(=O)CCN2C(=O)COc3ccc(C)cc32)cc1OC
  -1.9%	-6.0%	-1.5	25.6
- O=C(CSc1ccc2ccccc2c1Br)Nc1cccc(S(=O)(=O)NC2=NCCCCC2)c1
  -7.3%	·	·	41.5
- Cc1ccccc1S(=O)(=O)NC1=NCCCCC1
  -0.7%	·	·	7.4
- CCC(=O)N1c2ccc(S(=O)(=O)CCC(=O)NC3CCCC3)cc2CC1C (stereo not given)
  2.8%	2.9%	2.4	86.0
- O=C(COC(=O)C12CC3CC(CC(C3)C1)C2)Nc1ccc([N+](=O)[O-])cc1Cl
  1.0%	·	·	27.5
- CCOc1ccc(NC(=O)Cn2nnc(C(=O)NCc3ccco3)c2N)cc1
  0.9%	-12.2%	-6.4	-23.4
- COC(=O)c1c(NC(=O)COC(=O)Cn2cnc3ccccc32)sc2c1CCCC2
  -4.1%	·	12.3	-28.6
- CCC(C)C(=O)Nc1nc(C)c(-c2csc(Nc3cc(OC)ccc3OC)n2)s1 (stereo not given)
  -14.3%	1.5%	7.3	9.7
- O=C(O)Cc1ccc(-c2ccccc2-c2ccccc2)cc1
  2.4%	·	-2.3	?
- O=C(O)C(Cc1ccccc1)NS(=O)(=O)c1ccc2c(c1)OCCO2 (stereo not given)
  3.5%	8.9%	8.2	104.6
- Cc1noc(C)c1CSc1ncnc2sc3c(c12)CCC(C)C3 (stereo not given)
  0.2%	·	·	-28.1
- Clc1cnc(N/N=C/c2cccs2)c(Cl)c1
  -24.4%	-22.4%	-13.4	7.8
- CC(=O)Nc1ccc(S(=O)(=O)NNC(=O)COc2cc(C)ccc2C(C)C)cc1
  0.6%	-21.7%	11.8	-17.8
- CCC(CC)NC(=O)CSc1nnc(-c2ccc(OC)cc2)n1C(C)C
  -6.7%	1.2%	?	?
- c1ccc(OCCSc2nnnn2C2CCCCC2)cc1
  -9.0%	-5.9%	-8.0	2.5
- CC(=O)Nc1ccc(C(=O)CSc2cc(C)c3cccc(C)c3n2)cc1
  0.0%	·	·	28.2
- COc1ccccc1NC(=O)C1CCCN(S(=O)(=O)c2cnc[nH]2)C1 (stereo not given)
  1.1%	-1.1%	3.1	8.5
- CS(=O)(=O)N1CCN(c2ccc(Cl)cc2[N+](=O)[O-])CC1
  -2.5%	·	·	?
- CCOC(=O)c1c(NC(=O)/C=C/c2ccco2)sc(C)c1C
  -8.9%	-20.9%	8.2	3.7
- Cc1cc(Cl)ccc1Oc1ncc(-c2ccc(Cl)cc2)cn1
  9.1%	-3.7%	0.2	-16.3
- O=C(Nc1ccccc1)OC[C@H](CN1CCCCC1)OC(=O)Nc1ccccc1
  -1.3%[25.6 µM]	32.0%[activator][25.6 µM]	0.3[20.6 µM]	·
- CCCCn1c(SCC(=O)OC)nc2c1c(=O)n(C)c(=O)n2C
  -1.5%	0.6%	2.1	-3.5
- C[C@]12CCC(=O)C=C1CC[C@@H]1[C@@H]2[C@@H](O)C[C@@]2(C)[C@H]1CC[C@]2(O)C(=O)COC(=O)CCC(=O)O
  8.4%&-1.8%	·	·	6.2&-2.0
- CCNC(=S)N1C2CCC1CC(NC(=O)NC1CCCCC1)C2 (stereo not given)
  4.4%	4.2%	-8.7	?
- Cc1ccc(/C=c2\sc3n(c2=O)CN(c2ccc(Br)cc2)CN=3)o1
  -22.7%	-25.8%	4.5	15.7
- O=C(c1cccs1)n1nc(-c2ccccc2)nc1NCc1ccc(F)cc1
  2.0%	9.2%	5.8	57.8
- O=C(CNS(=O)(=O)c1cccc2nonc12)NCc1ccc(F)cc1
  -4.3%	-4.9%	-0.5	29.0
- CCCCCCc1cc2cc(S(=O)(=O)c3ccc(F)cc3)c(=O)oc2cc1O
  -0.7%	·	-11.3	2.4
- CCCN[C@@H](C)C(=O)Nc1ccccc1C
  -0.7%[25.6 µM]	8.2%[25.6 µM]	-4.4[20.6 µM]	·
- CCn1c(COc2ccc(OC)cc2)nc2ccccc21
  -0.3%	7.2%	-0.5	?
- COc1cc(CCC(=O)N2CCN(c3ccc(N4CCOCC4)nn3)CC2)cc(OC)c1OC
  3.6%	-0.9%	1.6	43.2
- CC1CC/C(=C\c2ccc3c(c2)OCO3)C(=O)/C1=C/c1ccc2c(c1)OCO2 (stereo not given)
  -9.0%	-22.8%	-0.7	37.8
- O=C(Nc1ccc([N+](=O)[O-])cn1)c1cc(-c2cccc(Br)c2)nc2ccccc12
  -2.6%	·	·	-6.8
- CN1CCC(Oc2ccc(Sc3ccccc3)cc2)CC1
  5.1%	·	·	?
- CCOc1ccc(-n2cnnn2)cc1S(=O)(=O)NCCc1ccc(OC)c(OC)c1
  6.1%	-9.0%	7.6	?
- COC(=O)C1CCN(C(=O)c2sc3nc(-c4ccc(F)cc4)cn3c2C)CC1
  6.2%	1.4%	-10.7	15.0
- C/C=C1\C(=O)C[C@@H]2[C@@H]3CCC4=CC(=O)CC[C@@]4(C)[C@H]3CC[C@@]12C
  -3.2%	-7.2%	1.0	·
- Cc1nc2ccccc2c2oc(C(=O)NCCCN3CCC(C)CC3)cc12
  2.6%	12.4%	5.5	-11.7
- Cc1ccc(Oc2ccc(-c3nc(N)nc(N)n3)cc2)cc1C
  -8.3%	26.7%	2.0	9.8
- Nc1nc(SCC(=O)NCCC(c2ccccc2)c2ccccc2)n[nH]1
  4.0%	12.5%	6.4	32.5
- CC(C)OCCCNC(=O)CCC(=O)NNc1nc2ccccc2c2nc(-c3ccccc3)nn12
  -1.0%	·	·	36.4
- CN=C1S/C(=C\c2ccc(N3CCOCC3)c(F)c2)C(=O)N1C
  1.7%	-14.1%	2.6	16.8

The listing continues:
Value order: 12-hLO inh	15-hLO-2 inh	IMPase inh	PNC assembly inh
- O=C(Nc1ncccc1Cl)c1ccccc1F
  -3.3%	·	·	1.5
- Cc1onc(-c2ccccc2)c1C(=O)Nc1nnc(N(C)Cc2ccccc2)s1
  -0.7%	1.5%	-0.2	-16.9
- O=C(Cc1ccc(-n2cccc2)cc1)NCc1ccccc1Cl
  4.4%	·	·	-12.0
- Cc1cccc(C(=O)Nc2oc(-c3ccccc3)cc2C#N)c1
  -7.7%	-0.4%	?	-4.2
- CC(C)(C)Nc1nc(OCC(F)(F)F)nc(OCC(F)(F)F)n1
  -1.9%	6.5%	7.9	-107.1*
- COC(=O)C(C)Sc1nnc(-c2ccncc2)o1 (stereo not given)
  -4.8%	4.8%	-0.5	46.1
- CC(C)(C)c1ccc(O)c(CN(Cc2cc(C(C)(C)C)ccc2O)C2CCCCC2)c1
  -8.7%[11.4 µM]	5.3%[11.4 µM]	·	·
- Cn1c(=O)n(C)c2cc(NS(=O)(=O)c3ccc4c(c3)CCCC4)ccc21
  ?	-22.1%	0.6	-22.5
- CCOC(=O)c1c(NC(=O)CSc2nnc(Cc3ccccc3)o2)sc(C)c1C
  -2.5%	·	13.6	-19.6
- Cc1ccc(-n2c(SCC(=O)NCc3ccc4c(c3)OCO4)nnc2-c2cccnc2)c(C)c1
  -14.1%	-2.3%	7.6	13.2
- Cc1ccc(-c2nnc(CSc3nc4cc5c(cc4cc3C)OCO5)o2)cc1
  -13.2%	5.4%	5.4	32.8
- O=S(=O)(c1ccc(S(=O)(=O)N2CCN3CCCC3C2)cc1)N1CCCC1 (stereo not given)
  -2.2%	3.8%[11.4 µM]	0.2[1.84 µM]	-6.1
- COC(=O)c1ccc2c(c1)N(Cc1cc(C)ccc1C)C(=O)c1ccccc1S2=O (stereo not given)
  2.0%	·	·	-10.7
- COc1cc(NC(=O)c2ccco2)c(OC)cc1NC(=O)Nc1ccccc1Cl
  4.7%	-11.3%	-5.6	28.4
- O=C1N2CCSC2=NC1(Nc1nccs1)C(F)(F)F (stereo not given)
  3.2%	1.8%	15.5	-5.3
- O=c1cnc2cnc(Oc3ccccc3)nc2n1Cc1cccs1
  2.9%	-2.9%	·	·
- O=C(NCc1ccco1)c1cccc(Nc2nc3ccc(Br)cc3[nH]2)c1
  -2.7%	36.6%[activator]	-1.2	-5.9
- O=C(COc1ccccc1O)N1CCN(C(=O)c2ccco2)CC1
  3.5%	-3.8%	1.0	14.0
- O=C1C2C3C=CC(C3)C2C(=O)N1c1cccc(N2C(=O)C3C4C=CC(C4)C3C2=O)n1 (stereo not given)
  2.4%	6.7%	0.2	-98.8*
- Cc1ccc(C(C(=O)NC(C)(C)C)N(C(=O)c2csnn2)c2ccccc2F)o1 (stereo not given)
  -3.9%	11.9%	-12.4	-12.7
- O=C(Nc1ccc(Cl)c(Cl)c1)OCc1cnc(Cl)s1
  -5.6%	15.6%	1.2	-17.1
- COc1ccc(C(=O)Nc2ccc(NC(=O)c3ccco3)c(Cl)c2)cc1OC
  -5.6%	-4.8%	3.5	-17.5
- COC(=O)C1=NNC2(c3ccc(Cl)cc3)C(=O)N(c3ccccc3)C(=O)C12 (stereo not given)
  -3.5%	·	4.8	-7.1
- C=CCNC(=S)NCc1cccnc1
  11.3%	·	·	3.0
- CCOC(=O)/C=c1\s/c(=C\c2ccc(-c3ccccc3)cc2)c(=O)n1CC(=O)NCc1ccc2c(c1)OCO2
  -2.7%	·	·	50.0

Screening data deposited in PubChem by National Center for Advancing Translational Sciences (NCATS).
